Bioassay records from PubChem.
miR-122 sensor: blocks miR-122 activity in Huh7 sensor cells; activation (reporter increase), % at 12.5 µM; AID 602342; 0.3% of 340,000 active; Huh7 miR-122 Renilla luciferase sensor, 48 h; neutral wells = 0, positive control = 100;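 active means mean replicate activation score at least 90 and every replicate individually at or above 90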;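 further: higher luciferase means less miR-122 activity so hits act as miR-122 inhibitors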
PglD inh: inhibitors of Campylobacter jejuni PglD acetyltransferase; purified PglD enzyme, DTNB colorimetric CoA detection; inhibition, % at 12.5 µM; 0.098% of 360,000 active; AID 602405; in the data active means inhibition above about 16%, passing the limit was not always enough; further: strong numbers were not always called active
RAD54 inh: inhibitors of human RAD54 branch migration; Q92698; RAD54 Holliday junction branch migration, FAM/BHQ fluorescence; inhibition, % at 10.4 µM; 0.14% of 360,000 active; AID 602329;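 active means mean normalized replicate activity at least 40 and at least half of replicates scoring 40 or more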;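 further: 0% = median of neutral control wells and 100% = median of positive control wells; inhibitors cause a drop in the FAM fluorescence signal; in these data hits start at about 50%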
RAD52 inh: blocks human RAD52 DNA annealing; recombinant RAD52 DNA annealing, FRET fluorescence; inhibition, % at 18.7 µM; 0.46% of 360,000 active;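 active means every replicate showing at least 50% inhibition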
Target sequence (P43351 whole entry, looked up): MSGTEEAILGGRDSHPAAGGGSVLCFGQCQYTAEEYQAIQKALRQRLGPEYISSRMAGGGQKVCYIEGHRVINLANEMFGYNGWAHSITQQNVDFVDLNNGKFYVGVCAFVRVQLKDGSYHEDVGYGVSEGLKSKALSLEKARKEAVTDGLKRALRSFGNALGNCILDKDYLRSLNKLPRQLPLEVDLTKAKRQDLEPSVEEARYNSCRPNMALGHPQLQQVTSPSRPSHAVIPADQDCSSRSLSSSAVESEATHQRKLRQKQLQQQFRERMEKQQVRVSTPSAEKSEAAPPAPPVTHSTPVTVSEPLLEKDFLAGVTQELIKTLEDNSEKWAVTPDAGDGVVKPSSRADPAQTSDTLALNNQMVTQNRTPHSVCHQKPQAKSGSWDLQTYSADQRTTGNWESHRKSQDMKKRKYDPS
E-sel inducer: induces E-selectin expression in human endothelial cells; HUVEC E-selectin immunofluorescence imaging; normalized: neutral wells 0, TNF-alpha wells 100; activation, % at 7.58 µM; 0.37% of 260,000 active;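 active means mean E-selectin-positive cell signal at least 10% of the positive control, reached in at least 60% of replicates, without over 20% cell loss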;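 further: in these data hits start at about 27%; measured in HUVEC primary endothelial cells; signal is the percent of cells scored E-selectin positive by PE staining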
Target sequence (P16581 whole entry, looked up): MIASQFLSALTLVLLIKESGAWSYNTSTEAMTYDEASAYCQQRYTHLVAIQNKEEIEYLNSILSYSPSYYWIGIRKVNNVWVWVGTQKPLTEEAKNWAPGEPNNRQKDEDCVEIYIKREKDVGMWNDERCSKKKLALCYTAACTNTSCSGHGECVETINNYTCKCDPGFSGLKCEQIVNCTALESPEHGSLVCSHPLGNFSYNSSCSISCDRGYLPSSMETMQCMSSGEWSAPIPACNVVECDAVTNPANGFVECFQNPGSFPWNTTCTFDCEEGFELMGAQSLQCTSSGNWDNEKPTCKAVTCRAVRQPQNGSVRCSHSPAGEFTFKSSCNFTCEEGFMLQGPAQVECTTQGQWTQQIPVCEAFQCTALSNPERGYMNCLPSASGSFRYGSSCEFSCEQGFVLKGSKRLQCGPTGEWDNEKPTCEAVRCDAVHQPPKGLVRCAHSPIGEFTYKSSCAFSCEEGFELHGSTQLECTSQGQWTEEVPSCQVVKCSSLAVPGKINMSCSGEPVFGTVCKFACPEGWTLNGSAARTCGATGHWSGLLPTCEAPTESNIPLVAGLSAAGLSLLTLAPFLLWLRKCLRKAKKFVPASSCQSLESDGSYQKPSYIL
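Read-out: % PE-positive cells | Test system: HUVEC | Doses: One compound dose added by pin transfer | Buffer or medium: EGM-2 over gelatin coat | Signal: Immunofluorescence imaging | Benchmarks: TNF-alpha, DMSO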
Cneo AK release: causes C. neoformans cell lysis | adenylate kinase release luminescence, 4 h; normalised: neutral wells 0, clomiphene wells 100 | lysis activity, % at 15 µM | 0.2% of 360,000 active | AID 651654;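 active means mean lysis activity across replicates of at least 80%, whatever share of replicates individually reach that level; inactive means mean lysis activity below 80%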
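Test system: log-phase Cryptococcus neoformans yeast cells; Quantity: yeast cell density of 5 × 10^6 cells/mL; Buffer or medium: YPD; Doses: single compound concentration per well; Timing: 4 h at 37 °C static, read 1 h later; Measured by: AK luminescence; Read-out basis: lysis from increased AK signal; Control set: Clomiphene as positive control.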
PGC1a acetyl inh: modulators of PGC1a acetylation; U2OS PGC1a acetylation, AlphaScreen anti-acetyl-lysine; with virally co-expressed GCN5 acetyltransferase; inhibition, % at 15.6 µM; 0.17% of 350,000 active; AID 651687;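 active means every replicate shows inhibition of at least 40%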;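 further: 0% = neutral control wells and 100% = positive control wells; some results beyond the cut were filed as inactive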
ERAP1 inh: ERAP1 (human) enzyme inhibition | inhibition, % at 10.7 µM | 0.15% of 340,000 active | recombinant ERAP1, Leu-AMC fluorescence, 60 min | Q9NZ08;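 active means mean replicate inhibition of at least 30%, or all replicates individually reaching that 30% level; inactive means mean below 30% and not every replicate reaching it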;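 further: 0% = neutral control wells and 100% = L-leucinethiol positive control wells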
Active calls of the source: *; nt = not tested or not shown; [ ] = dose if it differs, or a comment.

1: Cc1ccc(/C=N/NC(=O)C2CCN(Cc3ccc(F)cc3Cl)CC2)o1
2: CCOc1cc(C(N)=O)cc(Cl)c1OCc1ccccc1
3: C[C@@H]1CN([C@@H](C)CO)C(=O)c2cc(NS(=O)(=O)c3ccccc3)ccc2O[C@@H]1CN(C)Cc1ccc(C(=O)O)cc1
4: COc1ccc2nc(C)c3c(c2c1)OC(C(C)(Cl)Br)C3 (configuration not stated)
5: C[C@H](CO)N1C[C@H](C)[C@H](CN(C)S(=O)(=O)c2cccs2)Oc2ccc(NS(C)(=O)=O)cc2CC1=O
6: CCn1cc(C(=O)N(C)c2ccc(OC)cc2)c2cc(OC)c(OC)cc2c1=O
7: Cc1cc(C)c(NC(=O)CN(C)C(=O)CNC(=O)c2cccs2)c(C)c1
8: CO[C@H](CN(C)C(=O)C1CC1)[C@@H](C)CN(C(=O)Nc1ccc(C(F)(F)F)cc1)[C@@H](C)CO

Assay by compound	1	2	3	4	5	6	7	8
RAD52 inh	nt	-9	-8	-18	-10	-7	-7	-2
E-sel inducer	nt	nt	6.9	3.0	0.3	0.0	-0.3	0.6
miR-122 sensor	-5	-2	2[16.7 µM]	2	3[16.7 µM]	-3	0	nt
Cneo AK release	7	0	-2	1	0	2	0	-1
PglD inh	nt	4	-3	-2	-2	-4	1	-2
PGC1a acetyl inh	6	-1	8	-20	-1	5	3	9
ERAP1 inh	nt	-1	-2	0	-1	-1	-1	-2
RAD54 inh	-1	2	-1	9	-1	7	8	-5

9: O=C(NCC(=O)N1CCc2ccccc2C1)c1ccc(Cl)cc1Cl
10: O=C(C[C@H]1CC[C@@H]2[C@H](COC[C@H](O)CN2Cc2cc(F)ccc2F)O1)N1CCc2ccccc2C1
11: CCOC(=O)CSc1nc2c(sc3ccc([N+](=O)[O-])cc32)c(=O)n1Cc1ccco1
12: O=C1CN(C(=O)CSc2nnc(C3CC3)n2-c2ccccc2)c2ccccc2N1
13: COc1ccc(N2C(=O)CC(SCC(=O)O)C2=O)cc1 (configuration not stated)
14: Cc1ccc(S(=O)(=O)N(C)C[C@H]2Oc3ccc(NC(=O)Nc4c(C)noc4C)cc3C(=O)N([C@@H](C)CO)C[C@H]2C)cc1
15: S=c1[nH]nc(-c2cccnc2)n1/N=C/c1ccccc1
16: CC(Sc1ncnc2sccc12)C(=O)Nc1ccc(S(=O)(=O)N2CCOCC2)cc1 (configuration not stated)

Assay by compound	9	10	11	12	13	14	15	16
RAD52 inh	6	4	nt	nt	-6	12	-3	-34
E-sel inducer	0.0	0.0	0.3	nt	nt	0.8	nt	1.1
miR-122 sensor	1	-7[16.7 µM]	nt	4	-5	39[16.7 µM]	0	-8
Cneo AK release	0	0	-4	0	-1	0	-1	-3
PglD inh	-3	-4	8	1	2	1	6	3
PGC1a acetyl inh	5	-7	nt	-1	nt	-6	nt	-8
ERAP1 inh	-1	2	nt	nt	-2	-5	nt	-2
RAD54 inh	-8	9	-3	-4	-6	-3	-6	-4

17: C[C@@H]1CN([C@H](C)CO)C(=O)c2cc(C#CC3CC3)cnc2O[C@H]1CN(C)Cc1ccccn1
18: C=CCC[C@@H](Cc1ccc(F)cc1)C(=O)OC[C@H](Cc1c[nH]c2ccccc12)NC(=O)[C@@H](CC=C)CC(=O)NCCO
19: CC(C)Oc1ccc(C2CC(=O)N(c3cccc(Br)c3)C2=O)cc1 (configuration not stated)
20: CC(=O)c1cccc(NC(=O)C2=CC(c3cccs3)=NS(=O)(=O)N2C)c1
21: Cc1cccc(OCCOCCN2CCOCC2)c1C
22: COC(=O)c1ccc(C)c(NC(=O)CCCN2C(=O)NC(C)(C)C2=O)c1
23: Cc1nn(CCc2n[nH]c(=S)n2-c2ccc(F)c(Cl)c2)c(C)c1[N+](=O)[O-]
24: Cc1noc(C)c1S(=O)(=O)Nc1cccc2c1O[C@@H](CN(C)Cc1ccc(C(=O)O)cc1)[C@@H](C)CN([C@@H](C)CO)C2=O

Assay by compound	17	18	19	20	21	22	23	24
RAD52 inh	-8	-2	-15	-7	1	-12	nt	-10
E-sel inducer	-0.2	0.1	0.0	nt	nt	1.9	nt	-1.8
miR-122 sensor	5[16.7 µM]	-4	0	-1	-2	-4	6	-4[16.7 µM]
Cneo AK release	-1	-3	-1	2	-2	-4	-6	1
PglD inh	4	-1	-8	0	1	2	-5	4
PGC1a acetyl inh	-6	3	4	-15	6	-1	3	-3
ERAP1 inh	-1	5	3	-3	-1	3	nt	-2
RAD54 inh	3	3	-4	8	-21	7	7	-2

25: C#CCOCCOCCOCCNc1nc(N2CCN(C(=O)Cn3cc(CCCCN)nn3)CC2)nc(N2CCN(C(=O)[C@H](C)n3cc(CCC(=O)O)nn3)CC2)n1
26: Cn1c(N)c(C(=O)COC(=O)c2ccccn2)c(=O)n(C)c1=O
27: CC(C)C(=O)c1cn(CC(=O)O)c2ccccc12
28: CC(C)Cc1ccc(C(=O)Nc2ccc(Cc3ccncc3)cc2)o1
29: O=C(CN1CCN(Cc2cccc(Cl)c2)C1=O)NCc1cccs1
30: C[C@H]1CN([C@@H](C)CO)S(=O)(=O)c2ccc(Br)cc2O[C@@H]1CN(C)C(=O)C1CC1
31: CC1(C)CC(=O)c2sc(NC(=O)C3CC3)nc2C1
32: O=C(OCC(=O)N1CCCCC1)c1ccc2c(c1)C(=O)N(Cc1ccco1)C2=O

Assay by compound	25	26	27	28	29	30	31	32
RAD52 inh	nt	-3	-15	-19	-7	-8	1	-4
E-sel inducer	-0.1	0.6	nt	-0.2	-0.1	nt	0.1	0.2
miR-122 sensor	-5	-7	-8	0	-6	42[16.7 µM]	-10	-3
Cneo AK release	-1	-1	-1	-1	-1	nt	1	0
PglD inh	3	-4	-1	11	2	nt	2	2
PGC1a acetyl inh	-4	3	11	19	-7	-4	4	-2
ERAP1 inh	nt	-3	-1	-3	2	nt	-2	1
RAD54 inh	-5	-15	2	13	4	-3	-5	3

33: COC(=O)[C@@]1(C)[C@H]2C(=O)N(C)C(=O)[C@H]2[C@H]2CN=C(SCC(=O)c3ccccc3)N21
34: FC(F)(F)c1ccccc1CNCc1ccc2c(c1)OCO2
35: CC1(C)Cc2c(c(=S)nc(-c3ccccc3)n2CCO)CO1
36: O=S(=O)(NCc1ccco1)c1ccc(S(=O)(=O)N2CCCC2)cc1
37: COc1ccc2cc(-c3ccn[nH]3)ccc2c1
38: Cc1ccc(NC(=O)C2CCCN(S(=O)(=O)c3c(C)noc3/C=C/N(C)C)C2)c(C)c1 (configuration not stated)
39: COc1ccccc1NC(=O)N1CC(=O)N2[C@@H](CO)[C@@H](c3ccc(C#Cc4ccccc4)cc3)[C@@H]2C1
40: O=C(Cc1ccsc1)OCC(=O)c1ccccc1

Assay by compound	33	34	35	36	37	38	39	40
RAD52 inh	-19	-26	nt	-16	-7	-48	1	-16
E-sel inducer	nt	nt	nt	nt	-0.3	nt	-0.2	-0.4
miR-122 sensor	nt	2	-4	10	nt	nt	nt	1
Cneo AK release	-2	0	0	nt	0	0	nt	-2
PglD inh	-3	-2	2	nt	-1	1	nt	1
PGC1a acetyl inh	nt	-6	3	-3	nt	7	6	2
ERAP1 inh	1	-1	nt	3	-1	0	-2	0
RAD54 inh	-2	-10	-17	nt	-5	-7	nt	-5

41: COc1ccc(-c2ccc3c(c2)O[C@H](CN(C)C)[C@@H](C)CN([C@H](C)CO)S3(=O)=O)cc1
42: CNC[C@H]1Oc2ccc(NC(=O)C3CC3)cc2CC(=O)N([C@H](C)CO)C[C@@H]1C
43: CCOc1ccccc1C1CC(=O)NC2=C1C(=O)CCC2 (configuration not stated)
44: COC(=O)CSc1nnc(CNC(=O)Cc2ccccc2)n1-c1ccccc1OC
45: COc1cc(C(=O)N2C(=O)c3cccc(N)c3C2=O)cc(OC)c1OC
46: CC=Cc1ccc2n(c1=O)C[C@H]1[C@H](CO)[C@@H](C(=O)NCc3ccncc3)N(Cc3cncnc3)[C@@H]21 (mixture of isomers)
47: CC(C)=CCCC(C)CN1CCC(n2nccc2NC(=O)c2ccccc2)CC1 (configuration not stated)
48: CC(C)[C@@H](C(=O)N1CCCC1)N1C(=O)N2CCc3c([nH]c4ccccc34)[C@@]2(C)C1=O

Assay by compound	41	42	43	44	45	46	47	48
RAD52 inh	16	nt	nt	-14	-2	-3	-60	-6
E-sel inducer	-0.1	0.1	nt	nt	0.0	-0.3	nt	nt
miR-122 sensor	19[16.7 µM]	2[16.7 µM]	0	-4	nt	-3[16.7 µM]	-5	1
Cneo AK release	0	nt	1	nt	nt	-6	-2	3
PglD inh	0	0	0	nt	nt	-2	-2	-3
PGC1a acetyl inh	1	2	-19	0	4	nt	-2	-13
ERAP1 inh	1	nt	nt	-2	-4	-1	2	-1
RAD54 inh	13	nt	-5	nt	nt	5	-7	3

49: COc1ccccc1C(=O)NCCC(=O)NCC(c1ccccc1)N(C)C (configuration not stated)
50: CCOC(=O)c1c(C)[nH]c(C=C2C(=O)CCCC2=O)c1O
51: CCOc1cc2[nH]c(=S)n(CCCN3CCOCC3)c(=O)c2cc1OCC
52: CCCC(NC(=O)Cc1c(C)c2cc3c(C)c(C)oc3c(C)c2oc1=O)C(=O)N[C@@H](Cc1ccccc1)C(=O)O (some centres not stated)
53: CCC(C)Cn1cnc2c(Sc3c([N+](=O)[O-])ncn3C)nc(N)nc21 (configuration not stated)
54: Cc1ccc(S(=O)(=O)N(C)C[C@@H]2Oc3ccc(NC(=O)CCN4CCOCC4)cc3C(=O)N([C@H](C)CO)C[C@H]2C)cc1
55: COc1cc(NS(=O)(=O)c2ccc(NC(=O)c3ccc(Cl)cc3Cl)cc2)ncn1
56: Cc1ccc(NC(=O)COC(=O)CN2C(=O)NC3(CCCC3)C2=O)cc1S(=O)(=O)N(C)C

Assay by compound	49	50	51	52	53	54	55	56
RAD52 inh	-12	nt	nt	-13	-11	17	-18	-21
E-sel inducer	0.1	nt	nt	nt	-0.1	1.1	0.2	-0.6
miR-122 sensor	nt	-5	-27	-1	-2	6[16.7 µM]	0	60
Cneo AK release	-4	-1	0	9	4	1	0	0
PglD inh	10	-3	-8	-1	0	1	0	-2
PGC1a acetyl inh	0	-3	-34	6	15	-7	nt	nt
ERAP1 inh	-5	nt	nt	0	-1	-2	-2	1
RAD54 inh	-3	-8	17	3	-4	2	-2	1

57: C=CCSC(=S)Nc1c(C)n(C)n(-c2ccccc2)c1=O
58: O=C(O)[C@@H]1CCCN1S(=O)(=O)c1cccc(S(=O)(=O)N2CCC[C@H]2C(=O)O)c1
59: COc1ccc(CN/C(C)=C(/C#N)C(N)=O)cc1OC
60: OCC1(Cc2ccccc2)CCN(Cc2cccc(F)c2F)CC1

Assay by compound	57	58	59	60
RAD52 inh	-9	-77	nt	-3
E-sel inducer	2.4	nt	nt	nt
miR-122 sensor	3	-2	-5	-2
Cneo AK release	nt	2	-1	nt
PglD inh	nt	-6	-1	nt
PGC1a acetyl inh	-11	3	5	12
ERAP1 inh	-1	4	nt	-4
RAD54 inh	nt	-13	-3	nt
